# Assay outcomes deposited in PubChem by several laboratories.
# FID counter = compounds displacing fluorescent DNA intercalator, primary screen, artefact control for HCV NS3 helicase inhibitor project, biochemical, FID fluorescence; DNA fluorescent intercalator displacement; inhibition, % at 7.9 µM; 290,000 tested, 0.17% active; in the data active means inhibition above about 37%;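 further: 0% = vehicle and 100% = reference compound; higher means more ethidium bromide displaced from hairpin DNA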
# NALP1 yeast inh = NALP1 inflammasome inhibitors in reconstituted yeast, colorimetric, S. cerevisiae, triplicate retest; S. cerevisiae NALP1/ASC/caspase-1 growth, X-gal OD620, 72 h; inhibition, % at 10 µM; 280,000 tested, 0.61% active; AID 2071, 2009; in the data active means inhibition mostly above about 24%, no sharp cut-off; inactive means mostly below about 32%; further: some compounds called inactive have numbers as strong as hits
# MEKK2 WT-MEK5 = modulators of MEK5 binding to wildtype MEKK2, primary screen, biochemical, multiplex bead flow cytometry, Alexa488-MEK5; 290,000 tested, 1.1% active; AID 1531, 2009; binding response (% of control), % at 10 µM; Alexa488-MEK5 binding to MEKK2 WT; actives lie on both sides; in the data active means binding response below about 67% or above about 130%
# GPR7 antag = GPR7 receptor antagonists, primary screen, cell-based, fluorescence, single concentration. Neuropeptides B/W receptor type 1 (Homo sapiens), P48145. GPR7-expressing cells, fluorescence antagonist assay. inhibition, % at 4.4 µM. 290,000 tested, 1.1% active. AID 1861, 2009; in the data active means inhibition above about 16%, passing the limit was not always enough;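 further: cells stimulated with the agonist NPW; 0% = agonist with vehicle and 100% = vehicle without agonist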
# Target sequence (P48145 whole entry, looked up): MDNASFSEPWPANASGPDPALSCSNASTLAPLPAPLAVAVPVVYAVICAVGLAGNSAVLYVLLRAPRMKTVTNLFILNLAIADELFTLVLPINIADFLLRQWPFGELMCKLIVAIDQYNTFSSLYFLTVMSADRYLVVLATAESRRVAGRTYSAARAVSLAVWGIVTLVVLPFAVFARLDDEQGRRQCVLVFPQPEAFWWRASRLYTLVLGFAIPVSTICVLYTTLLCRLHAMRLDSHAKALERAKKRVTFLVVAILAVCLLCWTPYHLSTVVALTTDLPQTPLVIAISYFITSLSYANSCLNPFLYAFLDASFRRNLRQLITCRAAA
# PfM18AAP inh = PfM18AAP inhibitors, malaria aminopeptidase, primary screen, biochemical, QFRET, recombinant enzyme; M18 aspartyl aminopeptidase (Plasmodium falciparum 3D7); H-Glu-NHMec fluorogenic cleavage; inhibition, % at 7.35 µM; 290,000 tested, 1.2% active;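 active means inhibition above the campaign mean inhibition over all tested compounds plus 3 SD, cut at about 28% in these data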;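 further: 0% = plate median of test compound wells and 100% = 2 mM ZnCl2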
# MEKK2mut PB1 HTS = MEK5 binding signal on mutant MEKK2 PB1, primary screen, biochemical, multiplex bead flow cytometry, Alexa488-MEK5. Alexa488-MEK5 binding to MEKK2 mutant. percent response, % at 10 µM. 290,000 tested, 0.35% active. AID 1530, 2009; in the data active means percent response above about 24%, passing the limit was not always enough; further: inactives centre near 1; some results filed as inactive read as strong as hits; reference of the scale not given here
# OXTR agonist = human OXTR agonists, primary screen, fluorescence, CHO-OTR cells, Fluo-8 calcium; Oxytocin receptor (Homo sapiens), P30559; Fluo-8 calcium fluorescence; normalized: DMSO 0%, oxytocin 100%; activation, % at 3 µM; 320,000 tested, 0.32% active; AID 2435, 2010;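 active means activation above the mean of all tested compounds plus 3 SD, cutoff set per screening run, cut at about 20% in these data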;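 further: peak over basal fluorescence ratio from a 100 s FLIPR kinetic read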
# MEKK3 PB1 HTS = modulators of MEKK3-MEK5 PB1 binding, primary screen, biochemical, wildtype MEKK3, multiplex bead flow cytometry, Alexa488-MEK5 | Mitogen-activated protein kinase kinase kinase 3 (Homo sapiens), Q99759 | bead-based flow cytometry, Alexa488-MEK5 binding to MEKK3; actives lie on both sides; 0 = blocked by unlabeled MEK5, 100 = vehicle | binding response (% of control), % at 10 µM | 290,000 tested, 1.4% active | AID 1529, 2009;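 active means binding response more than 3 SD above or below the average of its plate-row segment, actives on both sides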;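 further: Alexa488 bead fluorescence after subtracting the streptavidin-only scavenger bead signal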
# Target sequence (Q99759 whole entry, looked up): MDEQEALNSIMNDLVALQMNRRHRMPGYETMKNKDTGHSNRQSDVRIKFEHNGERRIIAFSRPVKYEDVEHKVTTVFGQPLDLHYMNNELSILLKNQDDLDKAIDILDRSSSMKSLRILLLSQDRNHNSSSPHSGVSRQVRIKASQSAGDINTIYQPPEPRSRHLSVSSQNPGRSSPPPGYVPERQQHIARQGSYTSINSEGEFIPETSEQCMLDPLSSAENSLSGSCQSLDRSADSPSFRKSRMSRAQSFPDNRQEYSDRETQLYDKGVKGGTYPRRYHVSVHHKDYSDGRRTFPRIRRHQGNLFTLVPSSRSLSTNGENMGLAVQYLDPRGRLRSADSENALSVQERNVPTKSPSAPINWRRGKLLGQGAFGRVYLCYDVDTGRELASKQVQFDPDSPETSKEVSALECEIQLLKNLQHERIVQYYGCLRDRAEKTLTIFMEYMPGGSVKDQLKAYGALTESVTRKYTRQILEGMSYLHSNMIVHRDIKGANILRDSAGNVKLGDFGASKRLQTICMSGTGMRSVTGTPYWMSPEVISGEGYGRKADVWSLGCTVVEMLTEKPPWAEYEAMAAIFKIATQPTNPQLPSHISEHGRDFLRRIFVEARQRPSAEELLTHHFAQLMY
# PHOSPHO1 block = PubChem AID 1565; Phosphoethanolamine/phosphocholine phosphatase (Homo sapiens), Q8TCT1; recombinant PHOSPHO1, absorbance phosphatase assay; inhibition, % at 13.3 µM; 290,000 tested, 1.1% active; in the data active means inhibition above about 60%
# Numbers without * were called inactive; / = no result given; & = joins results of further samples; [ ] = dose if it differs, or a comment.
molecule,FID counter,NALP1 yeast inh,MEKK2 WT-MEK5,GPR7 antag,PfM18AAP inh,MEKK2mut PB1 HTS,OXTR agonist,MEKK3 PB1 HTS,PHOSPHO1 block
Cn1c(SCC(=O)NCc2ccco2)nnc1-c1cccs1,-3,-15,106,-7,3,-2,-0.9,105,0
Fc1ccccc1C1CC(c2ccco2)=Nc2ccccc2S1 (stereo unspecified),-3,/,108,-1,13,5,-2.0,119,0
CCOc1cc(/C=N\NC(=O)c2ccc(C)nc2)ccc1OC(=O)c1ccc(F)cc1,-32,-3,93,-11,5,1,0.2,95,24
COc1ccc(S(=O)(=O)NCc2cn3c(C)csc3n2)cc1F,-1,/,107,-4,-3,4,0.1,105,6
Cc1ccc(/C=N/Nc2ccccn2)s1,-6,7,103,12,4,7,-1.5,97,15
Cc1cc(=O)oc2cc(OCC(=O)OCC(=O)Nc3ccc(C(N)=O)cc3)ccc12,-10,/,92,0,3,-2,0.2,96,28
O=C(CCc1ccc(O)c(O)c1)NNC(=S)NCCc1ccccc1,-7,18,99,-5,68*,-1,1.3,100,14
Clc1ccc(-n2ncc3c(NCC4CCCO4)ncnc32)cc1 (stereo unspecified),1,30,117,4,0,11,12,112,-6
CC(=O)N1CCc2cc(S(=O)(=O)NC(CC(C)C)C(=O)N3CCCC3)ccc21 (stereo unspecified),-19,21,97,-6,-7,-4,-0.5,96,24
COc1cccc(NC(=S)N(CCC(C)C)C2CCN(C(C)=O)CC2)c1,-10,8,107,9,-10,8,0.7,105,23
CC(C)Cc1ccc(C(C)C(=O)OCC(=O)c2c[nH]c3ccccc23)cc1 (stereo unspecified),-4,7,105,34*,7,2,28*,105,-2
COc1ccccc1N1CCN(C(=O)CSc2nc(C)c(C)c(=O)[nH]2)CC1,-4,20,96,-9,-15,-11,-0.1,96,42
Cc1cccc(Nc2ccncc2S(=O)(=O)NC(=O)NC(C)C)c1,-6,1,120&95,-1,2,7&0,0.2,120&102,36
CC(=O)NS(=O)(=O)c1ccc(N=NN2CCCCC2)cc1,1,15,101,-6,-3,-1,0.9,99,6
COc1cccc(C(=O)N2N=C(c3ccccn3)CC2(O)C(F)(F)F)c1 (stereo unspecified),-19,7,97,-3,4,-2,-0.8,100,-2
CCC(C)NS(=O)(=O)c1ccc(S(=O)(=O)N(CC(=O)Nc2ccccc2)Cc2ccco2)cc1 (stereo unspecified),-23,42*,88,-3,-14,-8,3.3,84,15
Cc1nc2ccc(NC(=O)N3CCCCC3)cc2nc1C,-13,-6,109,-16,-7,2,0.4,104,-8
Cc1cccc(N2C(=O)CN(Cc3sccc3C)C2=S)c1,-5,16,97,-7,-5,-2,-2.3,100,2
O=c1cc(CNc2cc(Cl)ccc2Cl)nc2sccn12,-7,12,100,-7,-1,1,-0.6,107,13
O=C(CSc1ccc(F)cc1)Nc1ccc(N2CCOCC2)cc1,-14,7,109,-4,0,9,0.5,103,31

# 4 compounds from above with just MEKK2 WT-MEK5, MEKK2mut PB1 HTS and GPR7 antag:
Structure | MEKK2 WT-MEK5 | MEKK2mut PB1 HTS | GPR7 antag
Cc1nc2ccc(NC(=O)N3CCCCC3)cc2nc1C | 109 | 2 | -16
CC(=O)NS(=O)(=O)c1ccc(N=NN2CCCCC2)cc1 | 101 | -1 | -6
O=C(CSc1ccc(F)cc1)Nc1ccc(N2CCOCC2)cc1 | 109 | 9 | -4
Cc1ccc(/C=N/Nc2ccccn2)s1 | 103 | 7 | 12

# Other results:
molecule,FID counter,NALP1 yeast inh,MEKK2 WT-MEK5,GPR7 antag,PfM18AAP inh,MEKK2mut PB1 HTS,OXTR agonist,MEKK3 PB1 HTS,PHOSPHO1 block
Cc1sc2nc(CC(=O)N3CCCC3)[nH]c(=O)c2c1C,-6,20,101,-6,9,-3,0.9,97,24
O=c1c2c(nc3cc(-c4cccc(Cl)c4)[nH]n13)CCC2,-4,-6,107,10,7,11,-0.2,106,27
COc1ccc(CN2C(=O)CC(C(=O)NCCc3ccc(S(N)(=O)=O)cc3)SC2=Nc2ccccc2)cc1 (stereo unspecified),-16,-29,99,15,-4,-1,-0.7,110,34
CCOc1ccc(NC(=O)[C@H](C)NC(=O)C2CC(=O)N(c3ccc(OC)cc3)C2)cc1 (stereo partly specified),-25,-26,99,-3,2,2,-1.4,103,38
CCOC(=O)C1=C(C)Nc2ncnn2C1c1cccs1 (stereo unspecified),-8,7,94,-11,0,-1,-1.2,100,4
COC(=O)c1ccc(/C=N/n2c(C)nc3ccccc3c2=O)cc1,-21,8,109,-15,2,3,-1.0,99,37
COn1c(C)c(C(C)=O)c2c3nonc3ccc21,3,26,98,6,10,8,-0.7,99,9
CCC(C)(C)C(=O)Nc1cccc(Cl)c1C,-1,18,105,-2,-8,5,-0.2,102,8
O=C(COC(=O)CCCNC(=O)c1ccc(Cl)cc1)Nc1cc(Cl)c(Cl)cc1Cl,4,18,100,-6,-2,3,0.1,96,-9
COc1ccc(C(=O)Nc2nc3ccccc3[nH]2)cc1S(=O)(=O)N1CCOCC1,-12,-5,101,-10,-15,-2,-0.6,102,23
CC(=O)c1cccc(NC(=O)CN(C)S(=O)(=O)c2ccc3c(c2)CCC(=O)N3)c1,-11,11,101,-6,-1,5,0.1,103,33
O=C(N/C(=C/c1cccnc1)C(=O)N1CCCCCC1)c1ccccc1,-17,-2,101,-14,-3,1,0.3,98,35
CCCOC(=O)NC1C(NC(=O)OCCC)N(C)C(=O)N1C (stereo unspecified),-1,9,100,-13,1,0,0.1,100,13
COc1ccccc1N1CCN(CC(=O)c2c(C)[nH]c3ccccc23)CC1,6,15,101,-6,-7,2,3.1,103,54
O=C(CSc1ccc(-c2cccs2)nn1)NCc1ccccc1Cl,-16,6,98,-11,-1,6,-2.6,93,-3
O=C1CC(N2CCOCC2)C(=O)N1CCc1ccccc1 (stereo unspecified),0,0,102,15,-16,7,-0.1,100,20
CCOc1cc(/C=C2/COc3ccccc3C2=O)ccc1OCC(=O)N(C)C,-38,-12,70,24*,-4,-32,/,71,-3
Cc1ccc(NC(=O)COC(=O)Cc2ccsc2)cc1S(=O)(=O)N1CCOCC1,-15,22,110,-7,4,-2,0.2,108,-9
COc1ccc(OC)c(Nc2nc(-c3sc(C)nc3C)cs2)c1,-14,5,99,-12,9,0,-2.9,97,25
CC(NC(=O)c1cc2cc(F)ccc2[nH]1)c1ccccc1 (stereo unspecified),-6,3,104,-17,2,4,12,104,46

# Taken from above:
# In MEKK2 WT-MEK5, `COn1c(C)c(C(C)=O)c2c3nonc3ccc21` is listed with 98
# In MEKK2 WT-MEK5, `Cc1cccc(Nc2ccncc2S(=O)(=O)NC(=O)NC(C)C)c1` is listed with 120&95

# (more compounds)
molecule,FID counter,NALP1 yeast inh,MEKK2 WT-MEK5,GPR7 antag,PfM18AAP inh,MEKK2mut PB1 HTS,OXTR agonist,MEKK3 PB1 HTS,PHOSPHO1 block
COc1cccc(NC(=O)CCC(=O)NCc2ccco2)c1,0,-8,94,7,4,-5,-1.0,99,5
CCc1ccc(-n2c(Cn3nc(C(F)(F)F)cc3C)n[nH]c2=S)cc1,-20,-12,101,7,4,2,0.3,101,89*
CCOC(=O)c1nn(-c2ccc(Br)cc2)cc1C(=O)c1cccc2ccccc12,-2,16,90,-11,0,-2,-0.3,98,-5
C/C(=N\O)c1ccc(N2C(=O)C3CC=C(Cl)CC3C2=O)cc1 (stereo unspecified),-8,0,98,-1,6,-3,2.1,96,-14
COc1ccc(C)cc1NC(=O)C(Sc1ccccc1)c1ccccc1 (stereo unspecified),-14,32,107,4,-5,0,-0.1,102,5
CCCC(=O)Oc1ccccc1C1SCc2cc(C)c(C)cc2CS1,-8,8,/,-8,-6,/,0.1,/,-13
COc1ccc(OC)c(NC(=O)CNC(=O)Cn2ccc3ccccc3c2=O)c1,-6,10,104,-13,-6,8,-1.6,105,-2
COc1ccc(/C(N)=N/OC(=O)Cc2ccc(OC)c(OC)c2)cc1,-26,0,105,5,5,4,13,107,23
O=C(CSCc1ccc(F)cc1)NC1CCCC1,2,-1,98,-8,2,-2,-0.1,101,7
Cc1nc2ccccc2c(=O)n1/N=C/c1ccco1,-3,14,105,2,6,5,0.5,108,25
COc1ccc(NC(=O)CN(C)CC(=O)Nc2ccccc2SC)cc1,-1,15,124,-4,-9,12,-1.1,100,-1
O=C(Nc1ccccc1)C1CCCN(S(=O)(=O)c2ccc(-n3cnnn3)cc2)C1 (stereo unspecified),-10,-9,99,2,-4,-2,-0.4,99,16
CC(C)c1cc(C(=O)N2CCCC(Nc3ccc(F)cc3)C2)nc(N)n1 (stereo unspecified),-21,1,110,-17,5,6,-0.8,104,38
COc1ccc(NC(=O)CSc2nc3c(cc2C#N)CN(C)CC3)cc1,/,/,96,/,/,1,-0.4,96,5
Cc1nc(-c2ccccc2)sc1C(=O)CSc1ccc(Cl)cc1,1,37,96,-3,0,12,-0.6,93,-14
Cc1noc(C)c1S(=O)(=O)N1CCN(c2ccc([N+](=O)[O-])cc2)CC1,5,16,100,4,-15,-7,-0.2,100,44
Cc1cccc(CCNC(=O)CN(C)S(=O)(=O)c2ccc3c(c2)c(=O)n(C)c(=O)n3C)c1,-5,0,108,-4,2,2,0.4,108,-16
COC(=O)C1=C(C)NC(C)=C(C(=O)OC)C1/C=C/c1ccccc1,-13,/,103,19,0,5,0.2,105,15
Cc1ccc(C)c(N(CC(=O)NC2CCCC2)C(=O)CCC(=O)Nc2nccs2)c1,-44,26,101,-5,-13,-4,3.2,100,32
COc1cccc(/C=C/c2ccncc2)c1OC,-7,-4,/,0,-13,/,-2.2,/,0
N#CC1(NC(=O)CN2CCN(S(=O)(=O)c3ccccc3F)CC2)CCCC1,-4,-11,102,-8,-2,6,0.6,98,33
CC1CC(C)CN(S(=O)(=O)c2ccc(C(=O)N3CCCC3)cc2)C1 (stereo unspecified),-31,4,101,-1,-14,1,-0.3,96,10
Cc1ccccc1CS(=O)(=O)Cc1ccc(C(=O)NCCc2ccccc2)o1,-36,14,102,-11,-2,1,5.4,102,41
Cc1onc(-c2ccccc2)c1C(=O)Nc1sc2c(c1C(N)=O)CCC2,-8,15,2.0*[inhibitor],-16,-7,-15,-1.6,2.0*[inhibitor],27
O=C1CC2(CCN(C(=O)C(=O)c3c[nH]c4ccccc34)CC2)Oc2ccccc21,-40,8,95,-17,-4,-5,2.5,95,2
C/C(=N\OCc1ccccc1)c1c(O)cc(C(C)C)n(-c2ccccc2)c1=O,-26,28,102,1,-2,0,-2.3,104,-1
Cc1occc1C(=O)NC(C)C1CCCO1 (stereo unspecified),-7,22,102,0,-9,7,-0.4,101,11
CC1CCCC(C)N1CC(C)(C)NS(=O)(=O)c1ccc(Cl)cc1 (stereo unspecified),8,0,103,-5,6,-2,0.0,99,30
O=C1CCCc2nc3c(cc21)C(O)Oc1c-3ccc2ccccc12 (stereo unspecified),-7,-5,106,-18,0,1,-0.2,102,-35
